# ATXN2 expr inh – reduces ATXN2 reporter expression in HEK-293 cells; AID 1745845; HEK-293 ATXN2-luciferase reporter, luminescence, 24 h; actives 0.72% (n = 360,000); Potency, µM (titrated, usually from 57 µM), without a hit: top-dose activity change, negative = inhibition, hits mostly inhibitors; note: potency is the fitted concentration of half-maximal effect; % is set by controls: 0 for no effect and ±100 for the full control effect; nearly all actives have a fitted effect of over 55% in size
#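 ATXN2-luciferase reporter cells (luciferase flanked by upstream and downstream ATXN2 gene portions) were treated 24 h at 37 °C with compounds at up to 57 uM. SteadyGlo luminescence gave expression; GF-AFC fluorescence gave viability.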
# HT1080 IDH1KD tx – toxicity to HT-1080 IDH1 knockdown cells (counter line); HT-1080 IDH1 knockdown viability, ATP luminescence, 48 h; Potency, µM (highest dose often 46.1 µM), for the others: at the highest dose activity, negative = toxicity, most hits filed as cytotoxic; actives 2% (n = 360,000); AID 686971;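 note: potency is the fitted concentration of half-maximal effect; 0% = DMSO wells and -100% = cell-free medium wells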
#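 Knockdown cells (IDH1KD HT-1080) received compounds 2 h after plating at 750 cells/well and were kept 48 h at 37 °C in 5% FBS RPMI. A CellTiter-Glo luminescence read gave % activity for curve fitting.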
# MCF10A rereplic – inducers of DNA re-replication in MCF 10A breast cells; Potency, µM (top dose mostly 46.1 µM), for the others: at the highest dose activity, positive = re-replication, most hits filed as activators; actives 2.9% (n = 350,000); MCF 10A DNA re-replication, Hoechst nuclear intensity, 48 h; AID 624296; note: potency is the fitted concentration of half-maximal effect; % of control where 0% means no effect; nearly all actives have a fitted effect of over 50% in size
# IL-1B inflam inh – blocks inflammasome-driven IL-1 beta release | THP-1 LPS/ATP IL-1B secretion, AlphaLISA, 16 h; hits give low values | actives 4.7% (n = 360,000) | activity change, % at 57.5 µM; in the data active = activity change below about -50%; inconclusive = mostly about -30% to -49%; note: % is set by controls: 0 for no effect and ±100 for the full control effect
#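 THP-1 cells pretreated 1 hr with compounds (up to 57.5 uM final), then stimulated with LPS (250 ng/mL final) plus ATP (1.25 mM final); secreted IL-1B measured by AlphaLISA after 16 hr, decreased signal indicating inhibition.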
# SW480 rerep – DNA re-replication induction in SW480 cells; SW480 DNA re-replication, Hoechst DNA content imaging, 48 h; Potency, µM (highest dose often 46.1 µM), for the others: top-dose re-replication activation, usual class: activators; actives 1.8% (n = 340,000); note: potency is the fitted concentration of half-maximal effect; % of control where 0% means no effect; nearly all actives have a fitted effect of over 55% in size
#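 First, 250 cells per well were seeded. Next, compound or vehicle (23 nL) was pinned in, plates sat 48 hr at 37 C. Finally Hoechst was added for 40 min before fluorescence scanning.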
# KB-3-1 tox – kills parental KB-3-1 adenocarcinoma cells | Potency, µM (series often up to 46.1 µM), inactives show at the top dose activity change, negative = cytotoxic, most hits filed as cytotoxic | actives 1.4% (n = 400,000) | KB-3-1 viability, CellTiter-Glo ATP luminescence, 72 h | AID 1347075; note: potency is the fitted concentration of half-maximal effect; % is set by controls: 0 for no effect and ±100 for the full control effect; nearly all actives have a fitted effect of over 60% in size
#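 Screening of KB-3-1 cells (DMEM, 10% FBS, phenol-red free) ran from lowest to highest compound concentration; after 72 h at 37 °C viability was read luminescently and curves fitted.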
# HepG2 tox – HepG2 cytotoxicity, counter-screen for TGF-b inhibitors | HepG2 CAGA-GFP viability, ATP luminescence, 18 h | Potency, µM (titrated, usually from 46.1 µM), inactives show at the top dose activity change, negative = cytotoxicity, hits mostly cytotoxic | actives 0.76% (n = 410,000) | AID 588856; note: potency is the fitted concentration of half-maximal effect; some results filed as inactive show a strong effect at the top dose
#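 CellTiter-Glo luminescence gave cytotoxicity after 18 hours at 37 degrees C. The cells were HepG2 CAGA-GFP in 1% FBS DMEM, stimulated with 500 pg/mL TGF-beta after compound addition. %Activity was normalised to no-cell wells (complete cell-killing) and DMSO (no toxicity), and curves were fitted and classified.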
# HT1080NT lethal – kills 2HG-producing HT-1080-NT fibrosarcoma cells; actives 1.6% (n = 360,000); HT-1080-NT fibrosarcoma viability, CellTiter-Glo ATP luminescence, 48 h; Potency, µM (series often up to 46.1 µM), for the others: top-dose activity, negative = less viability, usual class: cytotoxic;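 note: NT is the 2HG producing partner of a matched IDH1 knockdown line; potency is the fitted concentration of half-maximal effect; 0% = DMSO-treated cells and -100% = media-only wells without cells; nearly all actives have a fitted effect of over 55% in size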
#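 Viability by CellTiter-Glo luminescence after 48 h compound exposure at 37C of HT-1080-NT cells (750/well, RPMI, 5% FBS). % activity scaled between DMSO wells and medium-only wells, then curve-fitted and categorized by curve class.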
# S2 tox – cell viability loss in ATXN counter-screen. AID 651635. actives 0.49% (n = 400,000). Potency, µM (highest dose often 56.7 µM), most hits filed as cytotoxic. S2 cells (HEK-293 line with an ATXN2-luciferase reporter) viability, CellTiter-Fluor protease fluorescence, 24 h; note: potency is the fitted concentration of half-maximal effect; nearly all actives have a fitted effect of over 40% in size
# An asterisk follows results filed as active; i = inactive; ? = inconclusive; . = not tested or not shown; & = joins results of further samples; [ ] = dose if it differs, or a comment. Unless noted, calls come from the whole dose curve; as a rule, active = well fitted curve in the direction sought with a large enough effect; inconclusive = small, poorly fitted or top-dose-only effect, or another doubt; inactive = no such curve, though single readings can be large; an effect the other way counts as inactive or inconclusive.
compound	ATXN2 expr inh	HT1080 IDH1KD tx	MCF10A rereplic	IL-1B inflam inh	SW480 rerep	KB-3-1 tox	HepG2 tox	HT1080NT lethal	S2 tox
Cc1cc(N2CCN(Cc3ccc4c(c3)OCO4)CC2)n2ncnc2n1	3%	-4%	-2%	45	-4%	3%	-22%	7%[9.24 µM]	i
CCOC(=O)C1CCN(C(=O)/C=C/c2cc(OC)c(OC)c(OC)c2)CC1	2%	8%	-3%	22	-4%	2%	1%	10%	i
CC(C)(C)NC(=O)C(c1ccncc1)N(Cc1cccs1)C(=O)c1csnn1 (stereo unspecified)	-8%	7%	4%	14	-6%	12%	-8%	9%	i
CC(C)c1ccc(C(=O)CSc2n[nH]c(-c3ccncc3)n2)cc1	14%	-14%	15%	19	-1%	-2%	2%	-13%	i
CCOc1cc(S(=O)(=O)n2c(C)nc3ccccc32)ccc1F	-4%	?	6%	68	9%	-19%	-4%	-29%	i
CCOC(=O)c1cc(-c2ccc(C)o2)nn1CCC#N	1%	11%	22%	-8	-1%	23%	1%	22%	i
Cc1ccc(CNC(=O)CCc2c(C)nc3c4c(C)cc(C)nc4nn3c2C)cc1	6%	.	.	.	.	0%	3%	.	i
Clc1ccc2nc(CSCc3ccccc3)cn2c1	15%	17%	6%	-26	-5%	-2%	-7%	20%	i
COc1ccc(-c2nnc(SCC(=O)N3CCCc4ccccc43)o2)cc1OC	9%	-4%	3%	1	-1%	-8%	7%	2%	i
Cc1cc(C(=O)OCC(=O)N(C)C2CCS(=O)(=O)C2)c(C)n1-c1ccccc1 (stereo unspecified)	1%	11%	-10%	-9	-3%	7%	-19%	9%	i
O=C1CC(Nc2ccccc2)C(=O)N1c1ccc(N2CCOCC2)cc1 (stereo unspecified)	1%	3%	12%	9	-12%	-4%	-17%	2%	i
Cc1cn(C)c(=O)n(C)c1=O	0%	5%	-10%	9	12%	0%	-15%	9%	i
Cc1ccc(NC(=O)c2cc3ccccc3o2)cc1S(=O)(=O)N(C)C	22%	13%	9%	-11	-2%	-5%	-11%	?	?
Cc1ccc(C(=O)Nc2nc(COc3ccccc3)cs2)s1	2%	?	21µM*	-87*	?	16%	-38%	?	i
O=[N+]([O-])c1cccc(C2Nc3ccccc3CO2)c1 (stereo unspecified)	.	?	.	19	.	17%	-24%	-5%	i
COc1ccc(-c2nc(C(F)(F)F)c(OC)o2)cc1OC	-6%	19%	1%	?	-5%	13%	9%	17%	i
N#CC1(NC(=O)COc2cc(F)ccc2[N+](=O)[O-])CCCCC1	-15%	2%	0%	1	-2%	.	-1%	-3%	i
O=C(/C=C/c1ccc(O)cc1)c1ccc(NC2=C(N3CCCCC3)C(=O)c3ccccc3C2=O)cc1	?	?	6.5µM*	?	?	2.1µM*	-61%	-19%	?
CCCCCn1c(CNC(=O)CCC)nc2ccccc21	-19%	0%	0%	-6	-6%	0%	-42%	-6%	?
CC1(C(=O)Nc2ncc(Cc3ccc(Br)cc3)s2)Cc2ccccc2C(=O)O1 (stereo unspecified)	-24%	.	.	.	.	?	-20%	.	i
Cc1c(Cl)cccc1NC(=O)c1cc(-c2ccco2)on1	10%	4%	3%	-7	5%	14%	-2%	6%	i
COc1cc(/C=N/NC(=O)NC23CC4CC(CC(C4)C2)C3)ccc1O	-6%	?	4%	?	-5%	-17%	-10%	26µM*	i
CC1CCN(C(=O)CSc2nnc3c(n2)[nH]c2ccccc23)CC1	-20%	-11%	3%	10	-10%	?	-2%	-11%	i
O=c1n(Cc2ccccc2Cl)c2sc3c(c2c2ncnn12)CCCC3	-15%	0%	1%	-14	-4%	10%	1%	-4%	?
CC1=C(C(=O)NCc2ccccc2C)C2(CCCCC2)OC1=O	2%	.	.	.	.	18%	-12%	.	i
c1cc2c(c(CC3CO3)c1CC1CO1)OCCOCCOCCOCCO2 (stereo unspecified)	.	0%	.	6	.	0%	-17%	0%	i
O=C(CNS(=O)(=O)c1cccc2nsnc12)NCCc1ccccc1	6%	26%	6%	-11	26%	2%	-51%	12%	i
COc1ccc(-c2nn3c(=O)cc(CN4CCN(C(=O)/C=C/c5ccccc5)CC4)nc3s2)cc1	9%	.	.	.	.	4%	-16%	.	i
CC(C)(C)c1ccc(C(=O)Nc2nonc2-c2nc3ccccc3[nH]2)cc1	10%	2%	-2%	25	2%	2%	18%	10%	i
O=C(Nc1ccccc1)C1=C[C@@H](C2CCCCC2)C[C@@H](OCc2ccc(CO)cc2)O1	1%	-22%	16µM*	0	?	?	-17%	-18%	i
Cc1nn(-c2ccc(N3CCCCC3)nn2)c(C)c1CCC(=O)Nc1cccc(F)c1	.	-1%	11%	-25	?	0%	-10%&-21%	-12%	?
Nc1nc(N)nc(-c2cccc(Br)c2)n1	-1%	-10%	5%	0	6%	2%	0%	-2%	i
COc1ccc(/C=C/C(=O)Nc2cccc(C(C)=O)c2)cc1	27%	3%	?	-2	-13%	17%	13%	13%	?
O=[N+]([O-])c1cc(S(=O)(=O)Nc2ccccc2)ccc1N1CCN(c2ccccc2)CC1	-34%	?	?	-64*	?	-24%	-21%	?	?
Cn1ccnc1SCC(=O)c1ccc2ccccc2c1	17%	11%	-7%[9.22 µM]	1	?	0%	1%	13%	i
CCOc1cc(NC(=S)NCC2CCCO2)c(OCC)cc1NC(=O)c1ccccc1 (stereo unspecified)	.	3%	4%	-21	-17%	9%	-14%	12%	.
CC(=O)c1ccc(OCc2cc([N+](=O)[O-])cc3c2OCOC3)cc1	-12%	4%	-1%	-19	-10%	29%	-4%	0%	i
CCCCCc1c(O)nc(SCCN2CCOCC2)[nH]c1=O	-26%	5%	-19%	3	-4%	0%	-6%	6%	i
CCOC(=O)CNC(=O)CSc1nnc(-c2cccc(OC)c2)n1CC	-11%	-3%[9.24 µM]	1%	22	-10%	8%	5%	0%	i
COCc1nnc(NC(=O)CCCOc2ccccc2OC)s1	-15%	1%	1%	-7	-7%	15%	-16%	8%	?
Cn1nnnc1SCc1cccc2ccccc12	14%	4%	-10%	18	2%	0%	14%	2%	.
COc1ccc(N2CCN(C(=O)CNC(=O)Cc3ccc(Cl)cc3)CC2)cc1	-23%	21µM*	?	0	?	15µM*	-7%	?	i
Cc1ccc(-c2nnc(Nc3cccc(Cl)c3)c3ccccc23)cc1S(=O)(=O)NCC1CCCO1 (stereo unspecified)	-20%	.	.	.	.	-27%	-19%	.	i
O=C(NCc1nc2ccccc2[nH]1)c1c(F)c(F)c(F)c(F)c1F	12%	1%	-2%	-78*	-5%	7%	2%	0%	i
C=CCn1c(SCC(=O)c2[nH]c(C)c(C(=O)OC)c2C)nc2scc(-c3ccc(OC)c(OC)c3)c2c1=O	?	7%	?	7	-3%	4.1µM*	-31%	1%	?
O=C(CSc1nc2ccccc2n1Cc1ccccc1)N/N=C/c1ccccc1C(=O)O	-2%	-26%	10%	22	1%	-1%	2%	-22%	i
CCOc1cc(/C=N/NS(=O)(=O)c2ccc(OC)cc2)ccc1OCCN1CCOCC1	-13%	22%	-4%	13	-4%	-4%	-17%	15%	i
COc1ccc(C)cc1S(=O)(=O)Nc1ccc(F)cc1	5%	-3%	-2%	53	-3%	-3%	-1%	-11%	i
O=C(NCCCNC(=O)c1ccccc1F)c1ccco1	3%	11%	-9%	-12	0%	-3%	8%	8%	i
CCN(c1cccc2ccccc12)S(=O)(=O)c1ccc(Cl)nc1	-9%	-8%	?	-75*	-27%	?	-20%	-9%	i

# More results follow.
compound	ATXN2 expr inh	HT1080 IDH1KD tx	MCF10A rereplic	IL-1B inflam inh	SW480 rerep	KB-3-1 tox	HepG2 tox	HT1080NT lethal	S2 tox
NS(=O)(=O)c1ccc(CCNC(=O)COC(=O)CCc2ccccc2)cc1	0%	6%	-1%	24	-10%	10%	-17%	22%	i
CCc1nc(NCCc2ccccn2)c2nnn(Cc3ccccc3F)c2n1	6%	-5%	?	-8	-11%	-1%	-22%	0%	i
CC(C)NC(=O)CC(c1ccccc1)c1cc(Br)ccc1O (stereo unspecified)	-8%	?	-2%	-1	?	0%	-23%	0%[9.24 µM]	i
CC1(C)CC(=O)c2cc(C(=O)Nc3ccc(Cl)cc3)c(=O)[nH]c2C1	30%[activator]	.	.	.	.	-2%	7%	.	i
O=C(Cn1ncc2c3ccccc3n(Cc3ccc(Cl)cc3)c2c1=O)N1CCCCCC1	6%	.	.	.	.	2%	1%	.	i
CCn1c(Cc2ccccc2)nnc1SCc1ccc([N+](=O)[O-])cc1	-16%	16%	-4%	-12	0%	-7%	4%	-1%	?
CCN(CC)CCOc1ncnc2c1oc1ccccc12	-4%	-2%	?	-16	-15%	11%	-3%	-5%	i
CCOC(=O)c1sc(NC(=O)c2cc(-c3ccc(F)cc3)on2)c(C(=O)OCC)c1C	11%	.	.	.	.	6%	9%	.	i
CCOC(=O)c1cnc(Nc2nc3ccccc3o2)nc1CSC(=S)N1CCCCC1	14%	15%	16%	69	?	-1%	-2%	9%	i
COc1cc(C(=O)Nc2ccc(C(=O)c3ccncc3)cc2)cc(OC)c1OC	.	?	.	-15	.	-7%	-1%	?	?

# Profiles, looked up by structure. Order of values: ATXN2 expr inh	HT1080 IDH1KD tx	MCF10A rereplic	IL-1B inflam inh	SW480 rerep	KB-3-1 tox	HepG2 tox	HT1080NT lethal	S2 tox
# O=C(CSc1nc2ccccc2n1Cc1ccccc1)N/N=C/c1ccccc1C(=O)O in the list: -2%	-26%	10%	22	1%	-1%	2%	-22%	i
# COc1ccc(-c2nc(C(F)(F)F)c(OC)o2)cc1OC in the list: -6%	19%	1%	?	-5%	13%	9%	17%	i
